Assay outcomes deposited in PubChem BioAssay by National Center for Advancing Translational Sciences (NCATS).
RORg inh = ROR gamma (mouse) transcription inhibition; Potency, µM (titrated, usually from 53.6 µM), without a hit: at the highest dose activity change, negative = inhibition, usual class: inhibitors; P51450; Drosophila S2 Gal4-RORgamma UAS-luciferase reporter, 20 h; AID 2551; 310,000 compounds, 5.4% hits; further: on the % scale 0 is the no-effect control and ±100 the full control effect; nearly all actives have a fitted effect of over 60% in size
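Luciferase reporter read in Schneider cells carrying Gal4-RORγ (mouse) and UAS-Photinus luciferase; cells given compound 1 h before 700 uM copper sulfate induction, then incubated 20 h at ambient temperature.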
VP16 counter = inhibits Gal4-VP16 luciferase reporter, ROR gamma counter-screen. Drosophila S2 Gal4-VP16 UAS-luciferase, luminescence, 20 h. Potency, µM (titrated, usually from 53.6 µM), without a hit: at the highest dose activity, negative = inhibition, hits mostly inhibitors. 310,000 compounds, 3.5% hits;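 further: Gal4-VP16 expression switched on by copper sulfate through the metallothionein promoter; on the % scale 0 is the no-effect control and ±100 the full control effect; nearly all actives have a fitted effect of over 50% in size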
FLuc counter = firefly luciferase modulation, counter-screen for miR-21 project | P08659 | purified FLuc, Km substrates, luminescence inhibition | Potency, µM (top dose mostly 57.5 µM), for the others: at the top dose activity change, negative = inhibition, usual class: inhibitors | 360,000 compounds, 6.9% hits;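 further: plate controls were vehicle for no effect and reference inhibitor for full effect; nearly all actives have a fitted effect of over 55% in size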
Target sequence (P08659 whole entry, looked up): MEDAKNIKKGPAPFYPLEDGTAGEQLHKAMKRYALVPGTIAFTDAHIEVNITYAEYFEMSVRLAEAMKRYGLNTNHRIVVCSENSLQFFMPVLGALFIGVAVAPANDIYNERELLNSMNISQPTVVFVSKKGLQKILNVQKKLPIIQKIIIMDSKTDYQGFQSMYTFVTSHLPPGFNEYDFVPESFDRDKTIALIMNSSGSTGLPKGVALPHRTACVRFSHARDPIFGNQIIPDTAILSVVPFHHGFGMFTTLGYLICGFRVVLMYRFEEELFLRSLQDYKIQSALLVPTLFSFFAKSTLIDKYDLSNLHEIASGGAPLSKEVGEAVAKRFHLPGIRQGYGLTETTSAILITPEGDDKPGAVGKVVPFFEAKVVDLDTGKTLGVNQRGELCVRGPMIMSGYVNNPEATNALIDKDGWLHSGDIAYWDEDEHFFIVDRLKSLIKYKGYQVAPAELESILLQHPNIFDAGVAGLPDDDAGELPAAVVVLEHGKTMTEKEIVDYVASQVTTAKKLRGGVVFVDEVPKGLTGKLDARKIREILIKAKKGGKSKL
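Biochemical qHTS of compounds, final roughly 60 µM downward over six points, against 10 nM purified firefly luciferase using Km concentrations of substrates (10 uM D-luciferin, 10 uM ATP) in Tris acetate pH 7.5 buffer; luminescence output.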
MBNL1-CUG inh = MBNL1-poly(CUG) RNA binding inhibition; Q9NR56; TR-FRET MBNL1-His/biotin-(CUG)12 binding, 665/545 ratio; Potency, µM (highest dose often 57.5 µM), inactives show top-dose activity change, negative = inhibition, actives largely listed as inhibitors; 280,000 compounds, 0.036% hits; AID 2675; active means well fitted inhibition curve with a large enough effect in the signal ratio, with a control signal flat, not every such curve was filed as active; inconclusive means small, poorly fitted or top-dose-only effect, or effect the other way, or a change in a side signal; inactive means no such curve, though single readings can be large or run the other way; the % refers to the signal ratio; further: on the % scale 0 is the no-effect control and ±100 the full control effect
Target sequence (Q9NR56 whole entry, looked up): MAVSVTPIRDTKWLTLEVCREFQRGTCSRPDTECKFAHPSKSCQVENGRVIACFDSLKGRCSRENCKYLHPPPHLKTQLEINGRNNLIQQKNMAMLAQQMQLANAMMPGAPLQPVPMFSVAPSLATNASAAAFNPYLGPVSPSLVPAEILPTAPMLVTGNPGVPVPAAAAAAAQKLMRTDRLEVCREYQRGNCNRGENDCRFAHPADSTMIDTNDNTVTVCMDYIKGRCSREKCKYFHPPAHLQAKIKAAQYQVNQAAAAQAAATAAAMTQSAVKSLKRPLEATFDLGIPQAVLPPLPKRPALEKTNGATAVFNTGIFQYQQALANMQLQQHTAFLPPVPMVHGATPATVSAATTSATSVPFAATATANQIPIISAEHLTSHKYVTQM
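His-tagged MBNL1 binding to biotinylated (CUG)12 RNA was measured by TR-FRET using terbium anti-His antibody (0.055 ng/ul final) and streptavidin-XL665 (5 nM final). Compounds were titrated 92 nM to 58 uM; 60 min at room temperature.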
BRCA1 expr act = increases BRCA1 expression; Potency, µM (titrated, usually from 46.1 µM), for inactives: top-dose activation, usual class: activators; MCF7-BRCA1-FFLuc reporter, luminescence, 48 h; response scale: scaled: vehicle 0%, 10 µM genistein 100%; AID 624202; 380,000 compounds, 1.1% hits; further: nearly all actives have a fitted effect of over 80% in size; some results filed as inactive show a strong effect at the top dose
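MCF7-BRCA1-FFLuc cells, 2000/well in phenol-red-free MEM, attached 2 h then treated 48 h at 37 C. Luciferase luminescence read 15 min after reagent; normalized to genistein maximum activation (10microM) and DMSO, concentration-response fitted.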
NPC1 promoter act = NPC1 promoter activation. Huh7 NPC1 promoter luciferase reporter, 24 h. Potency, µM (highest dose often 9.22 µM), without a hit: top-dose activation, most hits filed as activators. 320,000 compounds, 2.4% hits;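 further: % of control where 0% means no effect; nearly all actives have a fitted effect of over 60% in size; reporter is driven by a mutant NPC1 promoter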
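Stable NPC1-promoter luciferase Huh7 line; cpd (DMSO) 24 h, 37 °C, 5% CO2; Amplite luciferase reagent 10 min RT; luminescence readout. qHTS format.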
p53 reactivation = mutant p53 re-activation in reporter cells; AID 504706; Potency, µM (top dose mostly 92.2 µM), for the others: at the top dose activity change, positive = activation, usual class: activators; H1299 p53-A138V BP100-luciferase reporter, luminescence, 24 h; 320,000 compounds, 0.063% hits; further: % of control where 0% means no effect; nearly all actives have a fitted effect of over 45% in size
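p53-null H1299 cells stably carrying temperature-sensitive p53-A138V and a BP100-luciferase reporter were pinned with compounds (4-point, 1:5 series) and held 24 hrs at 37 deg C. Luminescence was read 10 min after detection reagent.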
uPA surface inh = cell surface uPA generation inhibition. cell surface uPA generation assay, qHTS. Potency, µM (series often up to 38.3 µM), inactives show top-dose activity change, negative = inhibition, hits mostly inhibitors. 330,000 compounds, 0.31% hits; active means well fitted inhibition curve with a large enough effect; inconclusive means small, poorly fitted or top-dose-only effect; inactive means no such curve, though single readings can be large or run the other way; tested in mouse RAW 264.7 cells; further: on the % scale 0 is the no-effect control and ±100 the full control effect; nearly all actives have a fitted effect of over 55% in size
ELG1 genotox = induces genotoxicity in HEK293T cells with luciferase-tagged ELG1. HEK293T ELG1-luciferase reporter, luminescence, 16 h. Potency, µM (doses to about 46 µM), inactives show top-dose activity change, positive = activation, usual class: activators. 330,000 compounds, 1.3% hits; further: % of control where 0% means no effect; nearly all actives have a fitted effect of over 60% in size
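Cells (2,000/well) expressing the ELG1-luciferase fusion are dosed by pin tool and kept 16 hr at 37 °C, 5% CO2. Signal comes from ONE-Glo luciferase reagent after 30 min at room temperature.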
Rab9 promoter act = activates the Rab9 promoter; Potency, µM (highest dose often 9.22 µM), for inactives: top-dose activation, negative = inhibition, usual class: activators; 320,000 compounds, 2.8% hits; Huh7 Rab9 promoter-luciferase reporter, luminescence, 24 h; AID 485297; further: % of control where 0% means no effect; nearly all actives have a fitted effect of over 60% in size
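Cell-based reporter: Huh7 stable for Rab9 promoter-driven luciferase, plated in reduced-serum medium with 10% FBS at 1500 cells/well, compound-treated 24 h at 37 °C, luminescence read after 10 min reagent.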
Numbers without * were called inactive; ? = inconclusive; . = no result given; & = joins results of further samples; [ ] = remark or other dose. Unless noted, the call rests on the fitted dose curve; in most records, active means well fitted curve in the direction sought with a large enough effect; inconclusive means small, poorly fitted or top-dose-only effect, or another doubt; inactive means no such curve, though single readings can be large; an effect the other way counts as inactive or inconclusive. Potency means the concentration at half of the fitted maximal effect. Rows were taken by chance; 13% or so of the library scored in one or more.

Structure | MBNL1-CUG inh | RORg inh | VP16 counter | Rab9 promoter act | FLuc counter | ELG1 genotox | BRCA1 expr act | NPC1 promoter act | p53 reactivation | uPA surface inh
O=C(NCCc1c[nH]c2ccccc12)/C(=C\c1cccnc1)NC(=O)c1ccccc1Br | -5% | 16% | -11% | -3% | 0% | -11% | -38% | -3% | -3% | -3%
COc1cccc(-n2c(SCC(=O)NC3CCCC3)nnc2-c2ccco2)c1 | 18% | 18% | ? | -2% | -18% | 0% | -26% | -5% | 8% | 2%
Cc1ccc(N2CCN(C(=S)Nc3ccccc3C)CC2)cc1 | 1% | 10µM* | ? | 5% | -1% | -1% | 21% | 0% | . | 8%
CC(C)N(Cc1nc(-c2ccccc2)no1)C(=O)c1ccc2c(c1)OCO2 | -7% | 22% | ? | -2% | 0% | -7% | -39% | -7% | -10% | 11%
COc1ccc(C(=O)OCC(=O)NCc2ccco2)cc1OC | -6% | -25% | 0% | -4% | 2% | 2% | 12% | 0% | 5% | -2%
Clc1cccc(N2CCN(c3ncnc4nc[nH]c34)CC2)c1 | . | -5% | 3% | 0% | 0% | 1% | 0% | -1% | 2% | -1%
CC(NC(=O)C12CC3CC(CC(O)(C3)C1)C2)c1ccc(Cl)cc1Cl (stereo not given) | 2% | -24% | 6% | 4% | 1% | -7% | -33% | -2% | 0% | 2%
Cc1nn(Cc2ccccc2)c(Cl)c1C(=O)OCc1nnc(-c2ccccc2)o1 | 1% | 44% | ? | 5% | -4% | -2% | -33% | 0% | -2% | 4%
CCCN(CCC)CCNC(=O)C1(O)c2ccccc2NC(=O)N1c1cccc(OC)c1 (stereo not given) | 3% | 4% | -5% | -8% | -3% | -2% | 1% | -2% | -2% | -10%
CCO[C@@H]1OC(C(=O)NCc2nc3ccccc3[nH]2)=C[C@H](c2ccc(C(F)(F)F)cc2)[C@H]1CCCO | 9% | 43% | -9% | 2% | 0% | -13% | -57% | 0% | 0% | -10%
Cc1ccc(C2=[N+]([O-])C(C)(C)N(O)C2(C)C)cc1 | -14% | -6% | -2% | -7% | 1% | 2% | -12% | -3% | 10% | 2%
Cc1cc(-c2csc(N)n2)c(C)n1Cc1ccco1 | -2% | -7% | -2% | 0% | ? | -2% | -2% | 0% | -2% | -26%
O=C(COc1nncc2ccccc12)Nc1ccc(Br)cc1F | 4% | 0% | -11% | -7% | 2% | 6% | 6% | -4% | -2% | -1%
CC1(C)OC(C)(C)/C(=C/Nc2ccccc2)C1=O | -5%[11.5 µM] | -10% | -14% | -5% | -2% | -2% | -7% | -5% | -14% | -1%
O=C(NCC1CCCCC1)c1cccc(S(=O)(=O)NCc2cccnc2)c1 | -1% | 27% | 7% | 1% | -2% | -6% | -22% | -3% | -2% | 1%
Cc1nc(-c2ccccc2)sc1-c1ccnn1C | ? | -2% | 5% | 2.2µM* | 4.8µM* | ? | ? | ? | ? | ?
C=CCNC(=O)c1onc(CSc2cc(C)ccc2C)c1C(=O)O | -1% | 0% | -16% | -3% | -12% | -4% | -5% | -4% | 5% | 11%
CCOC(=O)c1c(C)nc(-c2ccccc2)nc1N | -9% | ? | -3% | ? | -15%[2.3 µM] | 18µM* | -37% | 4% | ? | -6%
CC(C)C(C(=O)NCc1ccco1)N(CC1CCCO1)C(=O)CNS(=O)(=O)c1ccccc1 (stereo not given) | 1% | 5% | -11% | -17% | -1% | -3% | 1% | -1% | 1% | -1%
Cn1cc(C(=O)N2CCN(c3ccccc3)CC2)c(=O)c2cc(S(=O)(=O)N3CCCC3)ccc21 | 5% | 7% | 3% | -1% | 2%&-6% | -2% | -2% | 2% | 1% | -9%
CC(=O)Nc1nnc(SCC(=O)NCc2ccc3c(c2)OCO3)s1 | -2% | -13% | -4% | 12% | 3% | 5% | 0% | 0% | 7% | 4%
COC(=O)c1ccc(OC)c(CN2CCCN(Cc3cc(C)ccc3C)S2(=O)=O)c1 | 0% | -1% | -9% | -2% | 1% | -4% | -33% | 1% | 4% | -3%
CCOc1ncccc1C(=O)OCC(=O)NCCc1ccc(OC)cc1 | -6% | -3% | 2% | -3% | 1% | 0% | -17% | -2% | -2% | -6%
CN(CC(=O)N1CCN(c2cccc(Cl)c2)CC1)S(=O)(=O)c1cnc[nH]1 | -5% | -12% | -1% | -7% | 5% | 3% | -7% | 1% | 4% | -1%
CCC(C)NC(=O)c1c(-c2cc(Cl)c(OC)c(Cl)c2)noc1C (stereo not given) | -3% | 4% | 10% | 0% | 0% | 2% | -17% | -2% | 4% | -16%
CN(C)C(=O)C(=O)c1c(-c2ccccc2)cc2ccccn12 | ? | 13% | 7% | 1% | 10% | 0% | -20% | -3% | -6% | 8%
O=C(COC(=O)c1cc[n+]([O-])cc1)Nc1ccc(Cl)cc1C(F)(F)F | . | . | . | 0% | 4% | 3% | -6% | -1% | 4% | -8%
Cn1c(=O)c2c(SCC(=O)NCC3CCCO3)nc(-c3ccccc3Cl)nc2n(C)c1=O (stereo not given) | 1% | -8% | 0% | -6% | 3% | -12% | -16% | -1% | 29% | 4%
O=C(Nc1ccccc1)Nc1n[nH]c2nnc(-c3ccccc3)c(-c3ccccc3)c12 | 21% | 17% | -2% | 1% | -8% | -4% | -27% | -6% | 10% | 12%
COc1ccc(C(=O)c2c[nH]c(C(=O)NCC3CCCO3)c2)cc1 (stereo not given) | 1% | 27% | -1% | 3% | -11% | 4% | 18% | 11% | ? | 4%
COc1cc(NC(=O)c2cc(-c3cccc(O)c3)on2)cc(OC)c1OC | -8% | 6% | -10% | 9% | -9% | -9% | -61% | -2% | -7% | ?
CCOc1ccccc1-c1nc(CN2CCCC2c2nccs2)c(C)o1 (stereo not given) | 16% | ? | -3% | -9% | 1% | -5% | -2% | -11% | -2% | -4%
CCN(CC(=O)NCc1cccs1)C(=O)C(c1ccccc1)c1ccccc1 | -6% | 7% | -3% | -2% | 1% | 0% | 0% | 3% | -1% | 2%
COCC(C)NC(=O)c1cccc(Cl)c1 (stereo not given) | -5% | -7% | -5% | . | 5% | . | -16% | . | . | 2%
COc1ccc(Br)cc1CN(C)CC(=O)Nc1c(Cl)cccc1Cl | ? | 16% | -6% | -10% | 0% | -10% | -31% | -4% | -11% | -3%
COc1ccc(C(=O)NC2CCCCC2)cc1S(=O)(=O)N1CCOCC1 | -5% | 14% | -12% | 3% | -2% | 0% | -1% | -2% | -10% | -5%
O=C(COc1ccc(Cl)cc1)NCc1ccncc1 | -8% | 4% | 7% | 1% | 2% | -2% | -4% | -1% | 0% | -7%
CSc1cccc(NC(=O)CCNS(=O)(=O)c2ccc3[nH]c(=O)oc3c2)c1 | -9% | -10% | 3% | -2% | -2% | 1% | 0% | 2% | 1% | 3%
O=C(CSCc1cccc(Cl)c1)OCc1nc2ccsc2c(=O)[nH]1 | . | . | . | 1% | -3% | -3% | 11% | -1% | 3% | -7%
COc1ccc(/C=C2\SC(=O)N(CCNC(=O)C3CCN(S(=O)(=O)c4cccs4)CC3)C2=O)cc1 | . | 41% | -13% | ? | ? | ? | ? | ? | ? | -1%
CCN(CC)CCCNC(=O)c1cn(C)c2ccc(S(=O)(=O)N(C)C3CCCCC3)cc2c1=O | -5% | 5% | -8% | -1% | 0%&1% | 1% | 3% | 0% | -6% | 0%
CC(=O)Nc1nnc(Cc2c[nH]c3ccccc23)s1 | -9% | 20% | 6% | 4% | 2% | -5% | 1% | -5% | -2% | 6%
CSC1=C(C#N)C(=O)NC(c2ccccc2O)S1 (stereo not given) | -4% | 0% | 8% | -2% | ? | 1% | 0% | -6% | 4% | 4%
Cc1ccc(C(=O)c2c(C)oc3c2C(=O)C(=O)c2ccccc2-3)cc1 | 0% | 5µM* | 3.5µM* | 3% | -15% | -5% | -72% | -14% | -11% | -17%
COc1cc(NC(=O)COc2cc(O)c3c(c2)OC(C)(C)CC3=O)cc(OC)c1OC | 3% | ? | 2.5µM* | -41%[inhibitor] | ? | -14% | -47% | -31%[inhibitor] | . | ?
Cc1ccc(C(=O)CSc2nnc(-c3ccco3)n2CC2CCCO2)cc1 (stereo not given) | -5% | 60% | 2% | -6% | -9% | -2% | -14% | 1% | 3% | 1%
Cc1ccccc1NC(=O)Cc1cccc(C(F)(F)F)c1 | 1% | 25% | 9% | 2% | -3% | 3% | 1% | 0% | 4% | 0%
COc1cccc(NC(=O)CCC2CCN(C(=O)C3CC=CCC3)CC2)c1 (stereo not given) | -3% | 0% | -10% | 1% | -3% | -11% | 4% | -4% | 1% | 1%
Cc1ccc(NC(=O)CCC(=O)NNC(=O)Cc2ccccc2)cc1C | 4% | 7% | 3% | 13% | -4% | 3% | -1% | 2% | -5% | -3%
O=C(O)c1cc(C(F)(F)F)nc2ccccc12 | 20% | -7%&-11% | -4%&-11% | 2% | 3% | 3% | -12% | 1% | -7% | 11%
